Assay outcomes: PubChem, several laboratories
PDI turbidity = inhibitors of human protein disulfide isomerase; P07237; PDI insulin aggregation turbidity, A650, 90 min; inhibition, % at 10 µM; actives 0.052% (n = 350,000);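 active = mean inhibition across replicates of 30% or more, whatever share of single replicates reach that level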;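 note: absorbance from insulin aggregation driven by PDI reduction with DTT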
MC4R antagonist = antagonists of human melanocortin 4 receptor (MC4R); P32245; MC4R-expressing cells, MTII-stimulated cAMP, LANCE TR-FRET; inhibition, % at 6.5 µM; actives 0.48% (n = 360,000); AID 540295;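 active = inhibition above its plate's cutoff, the mean of tested wells on that plate plus 3 SD, cut at about 29% in these data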;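 note: 0% = Melanotan II alone and 100% = Melanotan II plus saturating MCL0020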
Target sequence (P32245 whole entry, looked up): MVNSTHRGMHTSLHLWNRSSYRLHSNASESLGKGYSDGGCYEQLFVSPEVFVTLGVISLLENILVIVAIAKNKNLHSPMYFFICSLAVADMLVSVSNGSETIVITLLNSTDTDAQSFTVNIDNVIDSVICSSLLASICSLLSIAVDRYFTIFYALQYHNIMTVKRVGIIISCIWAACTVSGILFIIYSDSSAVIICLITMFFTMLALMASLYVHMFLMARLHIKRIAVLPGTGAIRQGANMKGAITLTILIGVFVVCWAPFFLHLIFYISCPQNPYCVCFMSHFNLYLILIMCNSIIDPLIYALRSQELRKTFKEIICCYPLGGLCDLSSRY
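Assay system: U2OS-MC4R stable cell line; Also added: Melanotan II; Technique: Eu-cAMP/anti-cAMP TR-FRET, emission 671 nm; Times: 30-min compound, 1-h challenge, 1-h detection, room temperature.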
ABCB6 inh 2 = blocks the human ABCB6 transporter; K562-ABCB6 porphyrin accumulation, flow cytometry, 1 h; stronger effect = lower value; fluorescence ratio to DMSO, % at 10 µM; actives 0.19% (n = 360,000); AID 602162;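 active = fluorescence ratio to DMSO below 75%, the collection mean minus 3 SD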;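 note: signal is porphyrin accumulated inside mitochondria; 100% equals median channel fluorescence of DMSO control wells; lower ratio means ABCB6 inhibition with less porphyrin fluorescence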
Cardio protect = modulators protecting cardiomyocytes from myocardial damage. actives 0.63% (n = 360,000). protection from H2O2 cell death, % at 20 µM. H9c2 cardiomyocytes, H2O2 injury protection, ATPLite, 2 h;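 active = compounds giving at least 50% protection of heart cells from peroxide-induced death in the single-dose screen, raw or plate-pattern-corrected value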;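 note: 0% = DMSO wells with peroxide and 100% = DMSO wells without peroxide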
m5-HT2A agonist = mouse HTR2A agonism via beta-arrestin recruitment; P35363; activation, % at 7.6 µM; actives 0.66% (n = 360,000); CHO-K1 mHTR2A beta-arrestin complementation, luminescence; percent of 30 µM serotonin response;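 active = activation above a run cutoff, the mean activation of all tested compounds plus 3 SD, cut at about 14% in these data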;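 note: 0% = plate median of compound wells and 100% = 30 µM serotonin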
Target sequence (P35363 whole entry, looked up): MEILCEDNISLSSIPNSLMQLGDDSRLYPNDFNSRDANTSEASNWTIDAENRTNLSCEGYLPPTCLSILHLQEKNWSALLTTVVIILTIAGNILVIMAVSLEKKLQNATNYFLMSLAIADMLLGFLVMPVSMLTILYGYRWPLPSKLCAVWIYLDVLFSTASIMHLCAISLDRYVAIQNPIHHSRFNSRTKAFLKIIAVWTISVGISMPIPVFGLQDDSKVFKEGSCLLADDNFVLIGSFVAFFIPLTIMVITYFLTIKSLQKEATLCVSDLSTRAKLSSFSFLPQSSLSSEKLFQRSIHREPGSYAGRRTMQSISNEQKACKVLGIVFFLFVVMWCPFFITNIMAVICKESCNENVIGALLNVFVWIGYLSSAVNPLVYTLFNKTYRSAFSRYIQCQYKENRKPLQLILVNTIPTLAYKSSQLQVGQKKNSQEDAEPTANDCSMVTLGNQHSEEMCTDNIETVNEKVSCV
CaV13 ICDI inh = Disruptors of the CACNA1D IQ motif to Ca2+-dependent inactivation inhibitor domain association, primary screening, Förster resonance energy transfer in intact living …; HEK cells, CFP/YFP FRET ICDI-IQ, plate reader, 10 min; percent FRET-ratio fall versus neutral wells; AID 743397; actives 0.098% (n = 340,000); inhibition, % at 12.3 µM;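 active = mean replicate inhibition of at least 30% and at least 1% of replicates passing that level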;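 note: 0% = median of the neutral control wells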
Glyco luc inh = N-linked glycosylation inhibition. reporter increase, % at 12.5 µM. actives 0.23% (n = 360,000). AID 588692. D54 ERlucT glycosylation luciferase reporter, 24 h; percent of 100 nM tunicamycin response;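 active = mean luciferase reporter signal, scaled so untreated is 0 and the glycosylation-blocking control 100, at or above a set limit in every replicate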;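 note: luciferase carries N-glycosylation sites so blocking glycosylation raises the light; 0% = median of neutral control wells and 100% = median of 100 nM tunicamycin wells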
Exocytosis inh = blocks lytic granule exocytosis | actives 0.66% (n = 360,000) | TALL-104 LAMP-1 surface exposure, flow cytometry; cells stimulated with thapsigargin and PMA | inhibition, % at 10 µM;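 active = inhibition above about 55%, limit read from the data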
ABHD5 PLIN5 PPI = blocks binding of human ABHD5 to perilipin-5 | AID 602281 | inhibition, % at 4 µM | Q00G26+Q8WTS1 | actives 0.78% (n = 360,000) | Split G. princeps luciferase complementation, luminescence, 4 h;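 active = inhibition above the mean inhibition across every tested compound plus 3 SD, cut at about 22% in these data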;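 note: 0% = DMSO only wells and the 100% control is not disclosed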
MC4R ag barr = agonists of human melanocortin 4 receptor (MC4R) beta-arrestin; activation, % at 8.9 µM; U2OS MC4R beta-arrestin complementation, luminescence; percent of melanotan II response, DMSO zero; actives 0.98% (n = 360,000); P32245;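 active = activation above a per-plate cutoff, the mean activation of sample wells on that plate plus 3 SD, cut at about 8% in these data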
* = called active by the depositor; . = not tested or not shown.

SMILES	PDI turbidity	MC4R antagonist	ABCB6 inh 2	Cardio protect	m5-HT2A agonist	CaV13 ICDI inh	Glyco luc inh	Exocytosis inh	ABHD5 PLIN5 PPI	MC4R ag barr
Cc1ccc(S(=O)(=O)Nc2ccc(-c3nc4ccc(C)cc4s3)cc2)cc1	-4	8	92	-10	-5	-5	0	2	-6	14*
Cc1ccc(NC(=O)CN(C)C(=O)c2cccc(S(=O)(=O)N3CCc4ccccc43)c2)cc1	-7	13	94	-6	-9	-4	-4	1	-5	1.4
CCC(C(=O)NC1CCCCCC1)n1nc(C)n2c(cc3occc32)c1=O (centres undefined)	8	6	106	-2	-2	-5	0	-6	-3	-4.6
Cc1cc(N2CCN(c3ccccc3Cl)CC2)n2cc(-c3ccccc3)nc2n1	2	19	99	-6	2	-6	2	2	2	-0.1
O=S(=O)(CCc1ccncc1)c1ccc(Cl)cc1	-7	6	100	-6	-4	-3	0	6	3	-0.8
COc1ccc(S(=O)(=O)N2CCN(CC3CC=CCC3)CC2)cc1 (centres undefined)	-2	-6	96	3	-6	-3	-1	7	-1	2.3
CCN(C(=O)C1CCCCC1)c1nnc(-c2cccnc2)s1	8	-5	100	0	2	-5	-1	-3	-2	2.4
N#CC1C(=O)NC(=O)CC12CCCCC2 (centres undefined)	0	1	100	-2	2	-5	1	-12	5	-1.4
CCOc1nnc(C)c2c(C)n(-c3cccc(Cl)c3)nc12	7	2	154	-5	-1	.	2	-1	1	-0.9
Cc1ccc(-n2[nH]c3c4c(ccc3c2=O)C(=O)c2ccccc2C4=O)cc1	-6	-4	103	-9	0	-3	2	2	-1	-0.6
O=C(CSc1nnc(-c2cccnc2)n1Cc1ccco1)Nc1nc(-c2ccc(F)cc2)cs1	-1	11	93	7	-2	-6	-1	-2	1	-2.9
Cc1cnc(C(=O)OCC(=O)Nc2ccc3c(c2)OCCO3)cn1	4	10	94	4	2	-6	0	-18	1	-1.1
O=C(CSc1nnc(-c2cccc(S(=O)(=O)N3CCCCC3)c2)o1)c1ccc[nH]1	-2	2	114	0	-4	-1	-4	-1	1	-3.2
CCOC(=O)c1cc2c(ccn2C)n1CC(=O)N1CCC(Cc2ccccc2)CC1	-6	5	109	-9	2	.	-3	2	-27	1.1
COc1ccc(S(=O)(=O)NCC(c2ccc(C)cc2)N2CCN(C)CC2)cc1 (centres undefined)	7	3	99	22	-8	-5	-2	-2	10	-0.6
Cc1cccc(C)c1NC(=O)CNC(=O)CNC(=O)c1ccc2ccccc2c1	1	-6	98	3	3	-10	1	-11	2	-1.0
CC(CC(=O)O)CC(=O)Nc1cc(C(F)(F)F)cc(C(F)(F)F)c1 (centres undefined)	11	4	99	5	-1	-2	2	0	-6	-2.4
CC(=O)N1CCc2cc(S(=O)(=O)CCC(=O)N3CCN(c4cc(C)ccc4C)CC3)ccc21	4	0	100	-5	-6	-3	-1	-1	3	-1.2
Cc1sc2ncnc(N3CCC(C(=O)N(C)CC(=O)Nc4ccccc4Cl)CC3)c2c1C	6	3	91	46	7	-11	-7	2	8	-0.5
CN(Cc1ccccc1)C(=O)c1cc(=O)[nH]c2ccccc12	-7	-4	109	-6	-3	-5	2	3	3	-1.2
CN(C)/C=C1\NC(=S)N(c2ccccc2)C1=O	10	-1	103	2	0	-5	-1	-1	-6	-0.1
COc1cc2cc(CN(Cc3cccs3)C(=S)Nc3ccccc3)c(=O)[nH]c2cc1OC	1	6	95	40	-2	-19	5	-2	1	-2.1
O=S(=O)(NCc1ccc2c(c1)OCO2)c1cccc(F)c1	6	15	100	1	7	-6	0	-2	3	-0.7
O=C(O)c1ccc(Cl)c(S(=O)(=O)N2CCCCCC2)c1	0	6	92	2	3	-10	3	2	-3	-0.8
O=S(=O)(c1ccc(F)cc1)N1CCCN(c2nccc(C(F)(F)F)n2)CC1	0	2	93	0	2	-18	-3	6	0	-0.5
CCCc1cc(=O)oc2c(C)c(OS(C)(=O)=O)ccc12	1	3	111	12	-1	.	1	1	5	-0.8
O=C1CC(c2cccc(F)c2)C2=C(CCCC2=O)N1 (centres undefined)	8	8	103	5	2	.	-2	-2	-7	0.2
CCCc1[nH]nc2c1C(c1ccc(OC)c(CSC3=NCCS3)c1)C(C#N)=C(N)O2 (centres undefined)	18	4	99	6	-3	-4	0	0	-1	-3.1
O=C(COc1ccccc1)NC1CCN(Cc2ccccc2)CC1	-14	11	109	-1	-13	-6	1	-1	1	2.2
O=C(CCN1C(=O)S/C(=C\c2ccc(F)cc2)C1=O)Nc1ccc(O)cc1C(=O)O	-7	-10	94	3	-6	-8	1	-4	1	-3.7
COc1ccccc1OCC(=O)Nc1ccc(S(=O)(=O)NC(C)=O)cc1	-3	5	109	6	-4	.	2	-5	3	-0.9
COc1cc(CN2CCC(C(=O)NC3CCCC3)CC2)ccc1O	-5	3	105	5	-3	-4	2	-6	0	-1.6
O=C1NN=C(c2ccc(Br)cc2)CC1c1ccc(Cl)cc1 (centres undefined)	7	-7	95	1	6	-3	0	-2	8	1.9
S=C(c1cccs1)N1CCN(c2ccccc2)CC1	3	-6	88	0	-5	-5	-3	12	5	-0.4
CC1CCN(C(=O)C2CCN(C(=O)c3cc4sccc4n3Cc3ccc(F)cc3)CC2)CC1	-16	0	93	-8	-2	-13	1	-1	5	-1.3
CON(C)S(=O)(=O)c1ccc2c(c1)N(Cc1ccc(C)cc1)C(=O)C1CCCN21 (centres undefined)	7	-3	103	-6	-2	-2	2	8	-5	-0.1
COc1ccc2c(C)c(C(=O)NCC(C)O)oc2c1OC (centres undefined)	-5	2	104	10	4	.	1	-4	1	1.1
CN1CCN([C@H]2CS(=O)(=O)N[C@@H]2COCc2ccccc2)CC1	.	.	96	7	13	-6	0	0	4	.
COc1cccc(C(=O)N(C)CC2CCN(CCc3cccc(C(F)(F)F)c3)CC2)c1	2	17	100	5	3	-3	1	15	7	1.0
COc1cc(OC)c(OC)cc1CN1CCN(Cc2ccco2)CC1	-6	-7	97	0	-1	-5	4	0	4	-2.8

One compound at a time, from the list above. Screens in order: PDI turbidity	MC4R antagonist	ABCB6 inh 2	Cardio protect	m5-HT2A agonist	CaV13 ICDI inh	Glyco luc inh	Exocytosis inh	ABHD5 PLIN5 PPI	MC4R ag barr
Profile of O=S(=O)(c1ccc(F)cc1)N1CCCN(c2nccc(C(F)(F)F)n2)CC1 = 0	2	93	0	2	-18	-3	6	0	-0.5
Profile of COc1cc(CN2CCC(C(=O)NC3CCCC3)CC2)ccc1O = -5	3	105	5	-3	-4	2	-6	0	-1.6

The main list resumes, repeating the 3 entries before the break.
SMILES	PDI turbidity	MC4R antagonist	ABCB6 inh 2	Cardio protect	m5-HT2A agonist	CaV13 ICDI inh	Glyco luc inh	Exocytosis inh	ABHD5 PLIN5 PPI	MC4R ag barr
CN1CCN([C@H]2CS(=O)(=O)N[C@@H]2COCc2ccccc2)CC1	.	.	96	7	13	-6	0	0	4	.
COc1cccc(C(=O)N(C)CC2CCN(CCc3cccc(C(F)(F)F)c3)CC2)c1	2	17	100	5	3	-3	1	15	7	1.0
COc1cc(OC)c(OC)cc1CN1CCN(Cc2ccco2)CC1	-6	-7	97	0	-1	-5	4	0	4	-2.8
CC(=O)N1CCN(c2c(F)c(F)c(C(F)(F)F)c(F)c2F)CC1	6	-8	94	-8	10	-7	-1	0	0	-0.3
COc1ccccc1CC(=O)NCc1nn(-c2ccccc2)nc1C	-5	9	101	4	0	-5	-3	-8	-3	-2.1
COc1ccc2oc3c(ccc[n+]3C)c(=O)c2c1	.	.	97	3	-1	-9	-1	-3	8	.
O=C(CCCN1C(=O)C(c2ccccc2)Oc2cccnc21)NCc1ccc(F)cc1 (centres undefined)	-3	7	102	2	0	-7	-2	1	-4	-0.7
COC(=O)C1CCN(C2=C(NS(=O)(=O)c3ccc(Cl)cc3)C(=O)c3ccccc3C2=O)CC1	5	-9	99	-14	-2	2	6	1	-9	-1.9
CC12CCC(C(=O)NNc3ccc([N+](=O)[O-])cc3)(CC1=O)C2(C)C (centres undefined)	-10	-7	98	12	1	-2	2	0	10	0.9
Cc1ccc(NC(=O)CN2C(=O)S/C(=C\c3cc(C)n(-c4ccc(C(=O)O)cc4)c3C)C2=O)cc1	-7	21	92	1	2	-5	-2	-1	-1	-0.2
OCCC1CN(Cc2cccn2-c2cccnc2)CCN1Cc1ccccc1 (centres undefined)	-4	-1	90	1	-5	-7	-1	0	-1	-1.6
Cc1cc(=O)oc(C)c1C(=O)Nc1ccc(Cl)cn1	-7	8	94	-6	6	-5	1	7	-1	-1.7
NC(=S)NNC(=O)C12CC3CC(CC(C3)C1)C2	16	0	94	-1	2	-5	3	3	0	-1.1
O=c1c2ccccc2c2ccccc2c(=O)n1-c1ccccc1	-2	17	104	-4	2	-5	3	-2	1	-1.4
CCCCOCCCNC(=O)C1c2ccccc2Oc2ccccc21	4	8	90	-3	0	2	-3	2	-1	0.8
O=C(N/N=C/c1cc(Br)c(O)c(Br)c1)c1cccnc1	5	-4	92	3	-1	-3	1	2	2	-1.8
CC(=O)C(/C=N/c1cc(-c2ccc(C)cc2)nn1-c1ccccc1)=C(\C)O	19	4	98	0	-1	-13	2	1	-2	0.6
COc1ccccc1OCC(=O)N/N=C/c1cccc2cccnc12	-3	-2	99	65*	2	-7	2	0	0	-1.5
C=CCn1c(CC(=O)Nc2cccc(OC)c2)nnc1SCC(=O)NC1CCCCC1	4	18	100	3	-5	-9	-1	-1	8	1.2
CCCS(=O)(=O)N1CCC(CCOc2ccccc2)(C(=O)OCC)CC1	-14	-2	97	-6	2	-6	-1	-2	5	-1.8
CCOC(=O)CSc1nc2cc(C)ccc2cc1C#N	1	-15	101	-10	-7	-5	2	5	-6	-0.8
Cc1ccc(S(=O)(=O)NC(N)=NCCc2ccc(Cl)cc2)cc1	7	16	95	-5	-8	-5	0	-3	1	-1.1
Cc1ccc(C2=C(c3ccc([N+](=O)[O-])cc3)C(=O)OC2)cc1C	15	0	99	-2	-2	-22	-2	4	0	-2.4
CC(C)NC(=O)Nc1ccc2c(c1)C(=O)N([C@@H](C)CO)C[C@@H](C)[C@@H](CN(C)S(=O)(=O)c1ccc(F)cc1)O2	8	-2	92	6	12	-3	2	1	0	1.0
CCc1ccccc1NC(=O)CNC(=O)c1ccc(-n2cncn2)c([N+](=O)[O-])c1	-5	5	100	5	3	-6	1	66*	0	-2.1
C=CCC[C@@H](Cc1ccc(F)cc1)C(=O)OC[C@@H](Cc1c[nH]c2ccccc12)NC(=O)[C@@H](CC=C)CC(=O)N[C@H](CO)Cc1ccccc1	2	9	94	3	-4	-9	-1	3	0	-0.7
O=C(CCNC(=O)c1ccccc1Cl)NCCc1ccc(C(F)(F)F)cc1	-8	18	95	0	1	-4	1	-11	-2	0.4
COc1ccc(Nc2ccccc2C(=O)O)cc1	19	-4	103	0	6	-4	-1	0	5	2.4
Cc1ccc2c(c1)c1nc3ccccc3nc1n2C	-2	-3	96	6	3	-55	17	-6	0	-0.4
CC(=O)[C@@]1(O)CC[C@H]2[C@@H]3CCC4=CC(=O)CC[C@]4(C)[C@H]3CC[C@@]21C	-9	9	91	-6	11	-6	-1	3	6	0.3
